# From PubChem BioAssay
# EPAC1 antagonist: EPAC1 (human) antagonism. AID 720709. 360,000 compounds, 0.14% hits. O95398. Potency, µM (series often up to 115 µM), for the others: at the highest dose activity change, negative = inhibition, hits mostly inhibitors. EPAC1 GEF assay, Rap1b-BODIPY-GDP exchange fluorescence;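 further: potency means the concentration at half of the fitted maximal effect; plate controls were vehicle for no effect and positive control for full effect; nearly all actives have a fitted effect of over 50% in size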
# PLK1 PBD block: PLK1 (human) polo-box domain binding inhibition; P53350; Plk1 PBD binding of FITC phosphopeptide, fluorescence polarization; Potency, µM, inactives show max response, negative = inhibition, usual class: inhibitors; 360,000 compounds, 2.8% hits; further: potency means the concentration at half of the fitted maximal effect; series mostly up to about 57 µM; on the % scale 0 is the no-effect control and ±100 the full control effect; nearly all actives have a fitted effect of over 65% in size
# PI5P4Ka inh: blocks human PI5P4K alpha kinase activity. P48426. PI5P4Kalpha enzyme, ADP-Glo luminescence, 60 min; hits give low values. max response, %. 330,000 compounds, 1.2% hits; active means max response of -50% or lower; inconclusive means between -30% and -50%; inactive means -30% or higher; further: value at the top dose of about 77 µM; on the % scale 0 is the no-effect control and ±100 the full control effect
#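 PI5P4Kalpha ADP-Glo assay; 5 microM ATP final; 60 min RT reaction; HEPES pH 7.4/EGTA/CHAPS, 5% DMSO; controls lacking substrate or enzyme; luminescent end-point.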
# WRN helicase inh: blocks human WRN helicase; Potency, µM (series often up to 114 µM), for the others: top-dose activity change, negative = inhibition, usual class: inhibitors; WRN helicase unwinding, fluorescent forked duplex, kinetic; Q14191; 360,000 compounds, 0.46% hits; further: potency means the concentration at half of the fitted maximal effect; on the % scale 0 is the no-effect control and ±100 the full control effect; nearly all actives have a fitted effect of over 55% in size
# Target sequence (Q14191 whole entry, looked up): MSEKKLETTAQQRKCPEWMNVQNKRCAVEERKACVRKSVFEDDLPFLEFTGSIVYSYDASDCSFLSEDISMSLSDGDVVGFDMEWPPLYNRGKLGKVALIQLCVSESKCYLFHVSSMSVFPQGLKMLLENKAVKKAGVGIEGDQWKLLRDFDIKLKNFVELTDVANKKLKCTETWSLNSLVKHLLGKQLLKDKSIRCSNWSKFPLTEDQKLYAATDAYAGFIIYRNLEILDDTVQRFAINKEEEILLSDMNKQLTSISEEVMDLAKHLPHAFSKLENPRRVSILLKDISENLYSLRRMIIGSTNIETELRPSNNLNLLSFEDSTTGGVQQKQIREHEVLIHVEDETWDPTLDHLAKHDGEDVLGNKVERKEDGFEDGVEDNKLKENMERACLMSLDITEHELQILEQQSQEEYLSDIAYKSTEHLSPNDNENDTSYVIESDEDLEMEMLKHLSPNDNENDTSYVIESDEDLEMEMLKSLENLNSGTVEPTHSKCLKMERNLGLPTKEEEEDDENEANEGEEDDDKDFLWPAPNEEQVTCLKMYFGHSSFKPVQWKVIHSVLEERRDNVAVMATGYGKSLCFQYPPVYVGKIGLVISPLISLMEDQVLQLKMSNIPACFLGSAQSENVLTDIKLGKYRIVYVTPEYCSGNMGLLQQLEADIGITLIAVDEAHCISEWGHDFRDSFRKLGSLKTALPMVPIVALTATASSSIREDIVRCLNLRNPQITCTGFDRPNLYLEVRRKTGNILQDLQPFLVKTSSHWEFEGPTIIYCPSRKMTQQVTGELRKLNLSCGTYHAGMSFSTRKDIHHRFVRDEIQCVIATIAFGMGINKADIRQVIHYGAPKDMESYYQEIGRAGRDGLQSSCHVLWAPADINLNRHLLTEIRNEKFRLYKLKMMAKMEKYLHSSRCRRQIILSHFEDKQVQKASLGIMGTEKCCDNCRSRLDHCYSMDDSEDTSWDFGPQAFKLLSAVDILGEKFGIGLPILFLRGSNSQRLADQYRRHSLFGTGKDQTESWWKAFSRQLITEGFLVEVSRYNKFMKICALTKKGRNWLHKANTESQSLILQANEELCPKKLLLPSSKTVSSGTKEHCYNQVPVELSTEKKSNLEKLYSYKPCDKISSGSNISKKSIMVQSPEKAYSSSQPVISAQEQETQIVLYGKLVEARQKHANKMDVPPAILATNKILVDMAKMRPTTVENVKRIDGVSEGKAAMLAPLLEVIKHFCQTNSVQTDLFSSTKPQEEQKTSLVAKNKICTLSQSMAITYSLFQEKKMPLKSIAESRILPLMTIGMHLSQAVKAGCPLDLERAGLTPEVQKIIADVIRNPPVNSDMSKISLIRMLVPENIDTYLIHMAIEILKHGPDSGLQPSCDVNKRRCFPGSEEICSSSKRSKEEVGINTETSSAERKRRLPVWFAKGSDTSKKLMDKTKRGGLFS
#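 Screening of the MLSMR collection measured strand separation of a quenched forked DNA duplex (100 nM) by 20 nM WRN with 2 mM ATP, all final. Compounds were preincubated with enzyme 15 min at room temperature.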
# aSyn rescue: rescues yeast growth from alpha-synuclein toxicity. Potency, µM (doses to about 46.1 µM), for the others: at the highest dose growth rescue (activation), most hits filed as activators. AID 652106. Yeast expressing alpha-synuclein, growth rescue, BacTiter-Glo, 24 h. 370,000 compounds, 0.14% hits; further: potency means the concentration at half of the fitted maximal effect; % of control where 0% means no effect; nearly all actives have a fitted effect of over 65% in size
#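 Screening used galactose-induced yeast with toxic alpha-synuclein levels, exposed to compound for 24 hr at 30 deg C. Cell growth, read with BacTiter-Glo luminescence, gave the measured signal.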
# FUS yeast rescue: FUS proteinopathy suppression in yeast; Potency, µM (highest dose often 76.6 µM), for the others: at the top dose growth rescue (activation), actives largely listed as activators; 390,000 compounds, 0.24% hits; S. cerevisiae FUS-expressing, growth rescue, OD600, 24 h;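 further: potency means the concentration at half of the fitted maximal effect; plate controls were DMSO vehicle for no effect and reference control for full effect; nearly all actives have a fitted effect of over 55% in size; some results filed as inactive show a strong effect at the top dose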
#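 Steps: raffinose overnight preculture; dilution to OD 0.005 in 2% galactose minimal medium; compound addition (concentration series); 24hr at 30C, 99% humidity; absorbance read at 600 nm.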
# IL2 activator: IL-2 activation. IL-2 activation reporter assay, cell-based qHTS; stimulated with anti-CD3/CD4/CD28 beads; in transgenic mouse T cells. activation, % (series mostly up to about 46 µM). 360,000 compounds, 0.065% hits. AID 652025; in the data active means activation above about 50%; inconclusive means mostly about 30% to 49%; further: 0% is about no effect
#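 Unstimulated transgenic mouse T cells, 750 per well, received compound and, after 60 minutes, anti-CD3/anti-CD4 bead plus anti-CD28 stimulation. EGFP and DsRed were quantified after 18 hours.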
# Abeta yeast res: A-beta toxicity reversal in yeast | 410,000 compounds, 0.063% hits | yeast expressing A-beta42, growth rescue, OD600, 48 h; response scale: 0% DMSO, 100% iron-clioquinol control | Potency, µM (titrated, usually from 46.1 µM), for inactives: at the highest dose growth rescue, usual class: activators; further: potency means the concentration at half of the fitted maximal effect; nearly all actives have a fitted effect of over 55% in size
#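 Yeast A-beta toxicity model in growth medium with pinned compounds, 48 h at 30 C; growth read as absorbance at 600 nm. Normalized to FeCl3/clioquinol equimolar mix (positive) and DMSO (negative).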
# EPAC1 agonist: activates human EPAC1 exchange factor | O95398 | EPAC1 agonist qHTS, biochemical assay; response scale: 100% = response to 6.5 mM cAMP | Potency, µM (top dose mostly 154 µM), without a hit: at the highest dose activation, usual class: activators | 360,000 compounds, 0.073% hits; further: potency means the concentration at half of the fitted maximal effect; nearly all actives have a fitted effect of over 60% in size
#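 Nucleotide exchange assay: 100 nM EPAC1 with 250 nM Rap1B loaded with BODIPY-GDP and 50 uM GDP, room temperature. Fluorescence (480/540 nm) read every 5 min for 30 min; signal change normalized to 6.5 mM cAMP as full agonist.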
# Active calls of the source: *; ? = inconclusive; . = not tested or not shown; & = joins results of further samples; [ ] = another dose, or the depositor's remark. Unless noted, the call rests on the fitted dose curve; in most records, active means well fitted curve in the direction sought with a large enough effect; inconclusive means small, poorly fitted or top-dose-only effect, or another doubt; inactive means no such curve, though single readings can be large; an effect the other way counts as inactive or inconclusive.
molecule	PLK1 PBD block	EPAC1 antagonist	IL2 activator	aSyn rescue	PI5P4Ka inh	WRN helicase inh	EPAC1 agonist	FUS yeast rescue	Abeta yeast res
COC(=O)CCC(=O)Nc1cccc([N+](=O)[O-])c1	0%	-5%	2.8	1%	2	-7%	3%	-5%	15%
CC(C)COc1cccc(C(=O)NC(=S)Nc2cccc(NC(=O)c3ccccc3Cl)c2)c1	2%	12%	2.7	9%	3	3%	-1%	.	7%
CC(C)(CO)NC(=O)CCCOc1ccc(Cl)cc1Cl	-1%	2%	-3.0	-1%	.	6%	2%	17%	5%
COCCNS(=O)(=O)c1ccc(-c2ccc(C)cc2)cc1	-1%	6%	-3.1	0%	.	2%	-1%	12%	-16%
C[C@H](CO)N1C[C@H](C)[C@@H](CN(C)Cc2ccc(-c3ccccc3)cc2)Oc2ncc(C#C[C@@H](C)O)cc2C1=O	-6%	-10%	-1.9	2%	4	-7%	-4%	-1%	1%
CC(=O)N(C)c1ccc(NC(=O)N2CCOCC2)cc1	-28%	0%	1.0	11%	-9	-10%	1%	-10%	12%
Cc1ccc(CNS(=O)(=O)c2ccc(Cl)s2)cc1	-5%	0%	-1.0	9%	10	-8%	-1%	-14%	-9%
CC(=O)c1ccc(-c2nnc(CCC(=O)N(C)Cc3cccc4cnccc34)o2)s1	-22%	-8%	1.1	-1%	-2	3%	-3%	16%	-10%
CCOC(=O)c1c(-c2ccccc2)csc1NC(=O)c1ccc(S(=O)(=O)N2CC(C)OC(C)C2)cc1 (configuration not stated)	-2%	10%	1.3	0%	.	-3%	2%	-2%	1%
CN(CCOC(=O)c1ccccc1)Cc1ccccc1	0%	-3%	2.6	3%	3	-2%	2%	-17%	-2%
CCC(CO)Oc1cc(NCc2ccccn2)c2ncn(C(C)C)c2c1 (configuration not stated)	2%	2%	0.9	4%	-2	6%	6%	0%	-3%
COCCNC(=O)COC(=O)/C=C/c1cnc2ccccc2n1	-6%	11%	0.8	1%	.	0%	3%	20%	9%
CCOC(=O)CSc1nc(-c2ccccc2)cc(C(F)(F)F)n1	-14%	-15%	-0.1	8%	0	-8%	-2%	-5%	13%
CCCCn1nnnc1C1(C)CCC(=O)N1Cc1cccc(F)c1 (configuration not stated)	0%	14%	-0.1	2%	6	-8%	0%	-7%	9%
COc1c(C)cc(C(O)c2ncc(-c3ccccc3F)[nH]2)cc1C (configuration not stated)	-3%	-5%	-0.5	0%	-1	-2%[57.1 µM]	-3%	-13%	-11%
Cc1ccc(CNC(=O)C2CCC(=O)N(CCc3cccc(F)c3)C2)cc1 (configuration not stated)	-8%	-2%	-0.9	2%	-1	-34%	-3%	25%	14%
COc1ccccc1C1CC(c2ccc(NS(C)(=O)=O)cc2)=NN1S(=O)(=O)c1ccccc1 (configuration not stated)	2%	8%	0.3	10%	-2	-2%	12%	42%	9%
O=C(NCC1CCCN1S(=O)(=O)c1cccs1)c1cccc([N+](=O)[O-])c1 (configuration not stated)	-8%	6%	-1.6	-4%	-24	-9%	2%	12%	14%
Cn1c(=O)c2c(O)c([N+](=O)[O-])c(=O)n(C)c2n(C)c1=O	2%	0%	1.8	2%	1	-20%	-1%	28%	-18%
Cc1ccc2[nH]c(=O)c(CN(C(=O)c3cccs3)c3ccccc3)cc2c1	-13%	7%	-2.2	-3%	-8	13%	-3%	.	0%
Cc1ccc(NC(=O)c2ccccc2)s1	-8%	-16%	-0.8	-14%	0	-8%	0%	11%	11%
Nc1nc2nc[nH]c2c(=O)[nH]1	-3%	-15%	0.2	-9%	20	-1%	0%	-16%	-4%
O=C1NC[C@H](Cc2ccc(O)cc2)N(C[C@@H]2CCCN2C[C@H](Cc2ccccc2)N2C[C@H](Cc3ccc(O)cc3)N(CCc3ccccc3)C(=O)C2=O)C1=O	-13%	-19%	0.4	?	-13	1%	7%	30%	-11%
Nc1nc(SCC(=O)N2CCCC2)[nH]c(=O)c1-c1ccccc1	6.7µM*	12%	-0.3	0%	-23	11%	-2%	-8%	10%
Cn1c(CNC(=O)c2ccc(Cl)cc2)nnc1SCC(=O)NC1CCCC1	-6%	-3%	1.1	3%	0	7%	8%	2%	10%
CN1C(=O)/C(=C2\SC(N)=NC2=O)c2ccccc21	-7%	-7%	-1.0	7%	-28	?	-7%	43%	-7%
Cc1nc2nc(SCC(=O)N3CCOCC3)nn2c(C)c1Cc1c(F)cccc1Cl	-14%	12%	0.8	1%	2	6%	-1%	6%	3%
O=C(Cn1cnc2ccccc2c1=O)NC1CCS(=O)(=O)C1 (configuration not stated)	-3%	-1%	-0.9	2%	5	-3%	1%	-9%	14%
COc1ccc(-c2nn(-c3ccccc3)cc2N)cc1	-4%	-11%	0.1	-3%	19	3%	-2%	23%	-2%
COc1ccc(N=C2C(=Nc3ccc(OC)cc3)N(c3ccc(N(C)C)cc3)C(=S)N2c2ccc(OC)cc2)cc1	-1%	6%	-0.5	2%	.	-13%	11%	14%	-18%

# Entries listed so far that have an NH in an aromatic ring (4):
molecule	PLK1 PBD block	EPAC1 antagonist	IL2 activator	aSyn rescue	PI5P4Ka inh	WRN helicase inh	EPAC1 agonist	FUS yeast rescue	Abeta yeast res
COc1c(C)cc(C(O)c2ncc(-c3ccccc3F)[nH]2)cc1C (configuration not stated)	-3%	-5%	-0.5	0%	-1	-2%[57.1 µM]	-3%	-13%	-11%
Cc1ccc2[nH]c(=O)c(CN(C(=O)c3cccs3)c3ccccc3)cc2c1	-13%	7%	-2.2	-3%	-8	13%	-3%	.	0%
Nc1nc2nc[nH]c2c(=O)[nH]1	-3%	-15%	0.2	-9%	20	-1%	0%	-16%	-4%
Nc1nc(SCC(=O)N2CCCC2)[nH]c(=O)c1-c1ccccc1	6.7µM*	12%	-0.3	0%	-23	11%	-2%	-8%	10%

# 5 entries from above, arranged by length of the SMILES, falling:
molecule	PLK1 PBD block	EPAC1 antagonist	IL2 activator	aSyn rescue	PI5P4Ka inh	WRN helicase inh	EPAC1 agonist	FUS yeast rescue	Abeta yeast res
CC(=O)c1ccc(-c2nnc(CCC(=O)N(C)Cc3cccc4cnccc34)o2)s1	-22%	-8%	1.1	-1%	-2	3%	-3%	16%	-10%
Cn1c(CNC(=O)c2ccc(Cl)cc2)nnc1SCC(=O)NC1CCCC1	-6%	-3%	1.1	3%	0	7%	8%	2%	10%
CCOC(=O)CSc1nc(-c2ccccc2)cc(C(F)(F)F)n1	-14%	-15%	-0.1	8%	0	-8%	-2%	-5%	13%
COCCNS(=O)(=O)c1ccc(-c2ccc(C)cc2)cc1	-1%	6%	-3.1	0%	.	2%	-1%	12%	-16%
Cc1ccc(NC(=O)c2ccccc2)s1	-8%	-16%	-0.8	-14%	0	-8%	0%	11%	11%

# Remaining list, next part.
molecule	PLK1 PBD block	EPAC1 antagonist	IL2 activator	aSyn rescue	PI5P4Ka inh	WRN helicase inh	EPAC1 agonist	FUS yeast rescue	Abeta yeast res
CCN(CC(=O)Nc1c(F)cccc1F)C(=O)c1cccc(S(=O)(=O)N2CCCCCC2)c1	-15%	-15%	1.3	-6%	-1	3%	0%	14%	-13%
Cc1c(C(=O)O)sc(S(=O)(=O)N2CCN(C(=O)Cc3ccccc3)CC2)c1C(=O)O	0%	1%	0.1	-4%	-1	-13%	-3%	8%	-3%
Cc1cc(N2CCN(c3ccccc3)CC2)nc2ccccc12	2%	-11%	0.6	-2%	-4	2%	8%	1%	-13%
O=C(CCCCC(=O)NNC(=O)COc1ccccc1)NNC(=O)COc1ccccc1	-23%	-18%	-3.5	0%	-1	4%	11%	-7%	0%
O=C(O)c1cncc(C#Cc2ccccc2)c1	-1%	-13%	-0.6	12%	-19	-5%	-3%	4%	5%
O=C(c1ccc2ccccc2c1)N1CCN(S(=O)(=O)/C=C/c2ccccc2)CC1	0%	8%	-0.4	10%	0	0%	10%	17%	-4%
CCS(=O)(=O)Nc1cccc(C2=NN(S(C)(=O)=O)C(c3ccccc3)C2)c1 (configuration not stated)	37%[activator]	2%	1.7	-5%	-7	1%	0%	9%	12%
CCOC(=O)CSc1nc2cc(C(F)(F)F)cnc2n1C	0%	0%	-1.3	5%	2	6%	-3%	-15%	3%
NC1=NC(=O)CC(C(=O)NCCc2ccccc2)S1 (configuration not stated)	4%	-13%	0.8	-21%	3	-2%	0%	3%	6%
COc1ccc(NC(=O)CSc2nc3sc(C)cc3c(=O)n2C)cc1	2%	5%	0.0	3%	-2	5%	-4%	3%	0%
CC(C)C(=O)Nc1nnc(S(=O)(=O)N2CCc3ccccc32)s1	-3%	-5%	0.3	-6%	1	-2%	-23%	1%&-17%	-1%&-3%
COc1ccc(NC(=O)CN(C)C(=O)c2cc3c(cc2Cl)N2CCCCCC2=NS3(=O)=O)cc1	-6%	-4%	-2.0	0%	0	-6%	6%	26%	2%
Cc1ccc(C(=O)Cc2nnc(C)s2)cc1	-2%	-10%	-1.7	18%	-4	11%	-3%	10%	1%
O=C(Cc1ccc([N+](=O)[O-])cc1)N/N=C/c1ccccc1F	1%	11%	0.8	8%	-2	5%	-2%	14%	-3%
CCCCC1Cc2[nH]c(=S)[nH]c(=O)c2C(c2ccc(C(C)C)cc2)O1 (configuration not stated)	-10%	-13%	-0.3	-16%	1	2%	-13%	6%	-21%
Cc1ccc(NC(=O)CN2C(=O)NC3(CCc4ccccc43)C2=O)cc1 (configuration not stated)	-14%	-20%	-1.3	-3%	-8	7%	-5%	16%	-6%
Cc1ccc(NC(=O)CSc2nc3ccccc3c(=O)n2CCCC(=O)N2CCCC2)cc1	-1%	7%	-0.9	.	4	-13%	-3%	5%	6%
CCOC(=O)c1c(-c2ccc(-c3ccccc3)cc2)csc1NC(=O)C1C2CCC(O2)C1C(=O)O (configuration not stated)	11µM*	?	-0.9	-7%	?	-22%	-28%	-3%	4%
